Bioassay records from PubChem.
ERK EGF block = blocks ERK signaling stimulated by EGF | 0.41% of 130,000 active | Potency, µM (highest dose often 11.5 µM), for the others: at the highest dose activity change, negative = inhibition, actives largely listed as inhibitors | HEK293-V1b, EGF-stimulated phospho-ERK AlphaScreen; active = well fitted inhibition curve with a large enough effect; inconclusive = small, poorly fitted or top-dose-only effect, or effect the other way;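 also: plate controls were stimulated vehicle wells for no effect and unstimulated vehicle basal for full effect; nearly all actives have a fitted effect of over 55% in size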
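Compounds are titrated over HEK293-V1b cells kept overnight in 1% FBS. After 30 min at 37C, EGF (25 nM final) triggers ERK phosphorylation for 5 min, measured by AlphaScreen in lysates.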
* = called active by the depositor; ? = inconclusive; [ ] = dose if it differs, or a comment. Potency is read from the fitted curve at half-maximal effect. Not all compounds are listed; rates above refer to the full screens.

Start of the listing, in advance (two entries):
entry	SMILES	ERK EGF block
1	COc1ccc(CNC(=O)c2cc3c(=O)n4ccccc4nc3n(Cc3cccnc3)c2=N)cc1	-8%[57.5 µM]
2	CC[C@]1(O)CC2CN(CCc3c([nH]c4ccccc34)[C@@](C(=O)OC)(c3cc4c(cc3OC)N(C=O)[C@H]3[C@@](O)(C(=O)OC)[C@H](OC(C)=O)[C@]5(CC)C=CCN6CC[C@]43[C@@H]65)C2)C1 (stereo partly drawn)	-22%[57.5 µM]

The listing, previewed entries included:
entry	SMILES	ERK EGF block
1	COc1ccc(CNC(=O)c2cc3c(=O)n4ccccc4nc3n(Cc3cccnc3)c2=N)cc1	-8%[57.5 µM]
2	CC[C@]1(O)CC2CN(CCc3c([nH]c4ccccc34)[C@@](C(=O)OC)(c3cc4c(cc3OC)N(C=O)[C@H]3[C@@](O)(C(=O)OC)[C@H](OC(C)=O)[C@]5(CC)C=CCN6CC[C@]43[C@@H]65)C2)C1 (stereo partly drawn)	-22%[57.5 µM]
3	Fc1ccc(-c2n[nH]c(=S)n2-c2ccc3c(c2)OCCO3)cc1	-3%
4	CCOP(=O)(c1ccccc1)C(O)c1ccc(F)cc1 (stereo not drawn)	1%
5	O=C1C2C3C=CC(C3)C2C(=O)N1Nc1c(Cl)cc(Cl)cc1Cl (stereo not drawn)	1%
6	Cc1ccc(S(=O)(=O)N/N=c2\oc3ccccc3cc2C(=O)Nc2cccc(C)c2)cc1	-1%
7	O=C(O)c1cccc(-n2cccc2/C=C2/NC(=O)N(c3ccc(Cl)cc3)C2=O)c1	-5%
8	COc1ccccc1OCC(=O)O	-5%[57.5 µM]
9	c1ccc(-c2nc3cnccn3c2Nc2ccc3c(c2)OCCO3)cc1	21%
10	CS(=O)(=O)c1ccc2nc(NC(=O)C3CCCO3)sc2c1 (stereo not drawn)	-6%
11	CC1CCN(CCCn2c(=S)[nH]c3c(sc4ccccc43)c2=O)CC1	2%
12	O=C(COC(=O)c1cc(=O)[nH]c2ccccc12)Nc1nccs1	3%[57.5 µM]
13	Cc1ccc(C(C)C)c(OCc2n[nH]c(=S)o2)c1	3%
14	NC(=O)c1ccc(NC(=O)COC(=O)CCSc2ccccc2)cc1	-9%[57.5 µM]
15	COc1ccc(NC(=O)C(NC(=O)c2ccc(=O)[nH]c2)c2ccc(OC)cc2)cc1 (stereo not drawn)	-1%
16	NS(=O)(=O)c1ccc(CNC(=O)c2cc(-c3ccccc3)nc3ccccc23)cc1	3%[57.5 µM]
17	O=C(COC(=O)c1ccc2c(c1)OCCO2)Nc1cccc(S(=O)(=O)N2CCOCC2)c1	-4%
18	C=C(C[C@]1(C(=O)OC)CC2(CC=C(C)C)C(=O)C(C(=O)CC(C)C)=C(O)C(CC=C(C)C)(C1)C2=O)C(=O)OC (stereo partly drawn)	-15%
19	COc1ccc(CN2C(=O)N(c3ccccc3)C(=O)C2CC(=O)Nc2ccccc2)cc1OC (stereo not drawn)	?
20	Cc1ccc(NC(=O)c2cccc(C(=O)OC(C)C)n2)c(Br)c1	-4%
21	N#C/C(=C\C=C\c1ccccc1)C(=O)Nc1ccccc1	5%
22	C[C@H](NC(=O)c1nc[nH]c1C(=O)NC(c1ccccc1)c1ccccc1)C(=O)OC(C)(C)C	-17%[57.5 µM]
23	COc1ccccc1C(=O)NCC(=O)OCC(=O)Nc1cccc(S(=O)(=O)N(C)C)c1	-7%
24	CCOC(=O)CSc1nnc(-c2cccnc2)o1	-5%
25	CN(Cc1nc(-c2cnccn2)no1)CC1(c2ccccc2)CC1(C)C (stereo not drawn)	-19%
26	COCCN(C(=O)CNC(=O)c1ccco1)C(C(=O)NC1CCCCC1)c1cccs1 (stereo not drawn)	-8%
27	O=C(Cn1nc2n(c1=O)-c1ccccc1SC2)N/N=C/c1ccncc1	-4%[57.5 µM]
28	COc1ccc(NC(=O)C2CCCN2C(=O)OC(C)(C)C)cc1 (stereo not drawn)	-9%[57.5 µM]
29	O=S(=O)(c1cccc(F)c1)N1CCCN(c2ccc(C(F)(F)F)cn2)CC1	1%[57.5 µM]
30	Cc1ccc2nc3c(cc2c1)c(NC(=O)c1ccco1)nn3CC(C)C	-4%[57.5 µM]
31	O=C(NCc1ccccc1C(F)(F)F)C1CC(c2cccc(F)c2)=NO1 (stereo not drawn)	-3%[57.5 µM]
32	CCc1c(-c2ccccc2)nc2sc3c(c2c1N)CCCC3	-7%[57.5 µM]
33	CC(=O)N(C(C)=O)c1nc2nc(C)cc(C)n2n1	-4%[57.5 µM]
34	O=C(CSc1nc2ccccc2c(=O)n1Cc1ccco1)NCCN1C(=O)CSC1=O	4%[57.5 µM]
35	O=C(c1ccccc1Br)N1CCn2c1nc1ccccc12	-16%
36	CCC1OC(=O)C(C)[C@@H](O[C@H]2C[C@@](C)(OC)C(O)C(C)O2)C(C)[C@@H](O[C@@H]2OC(C)CC(N(C)C)C2O)[C@](C)(O)CC(C)/C(=N\OCOCCOC)[C@H](C)C(O)[C@]1(C)O (stereo partly drawn)	1%
37	CCOC(=O)CC(=O)CSc1ncnc2c1nnn2-c1ccc(OC)cc1	1%
38	O=C(O)c1cccc(N2C(=O)c3ccc(C(=O)c4cccc([N+](=O)[O-])c4)cc3C2=O)c1	27%[57.5 µM]
39	CC(=O)Nc1cccc2c1C(=O)N(c1ccc(OC(C)=O)cc1)C2=O	3%
40	CCOc1cccc(OCCOCCN(C)C)c1	7%
41	COc1cc2nc(CN(C)Cc3ccc(Cl)cc3)[nH]c(=O)c2cc1OC	2%
42	COc1ncc2nc(-c3cc(F)cc(F)c3)c(=O)n(CCC#N)c2n1	-7%
43	CCCn1nc(C(=O)OCC(=O)Nc2cccc(S(N)(=O)=O)c2)c2ccccc2c1=O	-6%
44	O=C(Cc1n[nH]c(=O)c2ccccc12)N1CCN(c2ccc(F)cc2)CC1	-8%
45	COc1cccc(NC(=O)CCNS(=O)(=O)c2cccc3nsnc23)c1	4%
46	CCOC(=O)C1=C(C)OC(N)=C(C#N)C1c1cc2ccccc2nc1N1CCCCC1 (stereo not drawn)	6%[57.5 µM]
47	CCOC(=O)c1c(NC(=O)CSc2nnc(-c3c[nH]c4ccccc34)n2C)sc2c1CCCC2	-3%
48	NC(=O)c1ccccc1NC(=O)Nc1cccc(Cl)c1Cl	3%
49	N#CCCn1cc(C(=O)N2CCCCC2)c(-c2ccc([N+](=O)[O-])cc2)n1	-1%
50	CC(c1ccccc1)N1CCN(C(=O)CCl)CC1 (stereo not drawn)	4%

Next part
entry	SMILES	ERK EGF block
51	O=C(c1ccco1)N1CCN(C(c2ccccc2)c2nnnn2C2CCCC2)CC1 (stereo not drawn)	4%
52	COc1ccc(N2CCN(C(=O)CSc3nnc(NC(=O)C4CCC4)s3)CC2)cc1	-14%
53	COc1ccccc1CN1CC[C@@]2(CCCN(C(=O)c3ccncc3)C2)C1	-1%
54	CCCC(=O)N1CCN(c2ccc(NC(=O)c3cccs3)cc2Cl)CC1	0%
55	COc1cc2c(cc1OC)CN(Cc1ccc(C)s1)CC2	-9%[57.5 µM]
56	CC(=O)c1cccc(NC(=S)NC(=O)c2cccc(C)c2)c1	-4%
57	N#C/C(=C\c1ccc(-c2nc3ccccc3s2)o1)C(N)=O	-5%[57.5 µM]
58	COc1ccc(CCN(C)CCCC(C#N)(c2cc(OC)c(OC)c(OC)c2)C(C)C)cc1OC (stereo not drawn)	-7%[57.5 µM]
59	S=C(Nc1ccc2[nH]ccc2c1)NC1CCCCC1	-11%[57.5 µM]
60	S=c1[nH]ccn1Cc1ccccc1	9%

Quoted from the listing.
ERK EGF block, `S=c1[nH]ccn1Cc1ccccc1` : 9%
ERK EGF block, `COc1ccc(N2CCN(C(=O)CSc3nnc(NC(=O)C4CCC4)s3)CC2)cc1` : -14%
ERK EGF block, `COc1cc2c(cc1OC)CN(Cc1ccc(C)s1)CC2` : -9%[57.5 µM]

Some of the entries above in a different format:
57: N#C/C(=C\c1ccc(-c2nc3ccccc3s2)o1)C(N)=O
  ERK EGF block: -5%[57.5 µM]

58: COc1ccc(CCN(C)CCCC(C#N)(c2cc(OC)c(OC)c(OC)c2)C(C)C)cc1OC (stereo not drawn)
  ERK EGF block: -7%[57.5 µM]

55: COc1cc2c(cc1OC)CN(Cc1ccc(C)s1)CC2
  ERK EGF block: -9%[57.5 µM]

59: S=C(Nc1ccc2[nH]ccc2c1)NC1CCCCC1
  ERK EGF block: -11%[57.5 µM]

Further structures
entry	SMILES	ERK EGF block
61	O=C(NCc1ccccn1)C12CC3CC(CC(C3)C1)C2	-3%
62	O=C1OC(C(=O)Nc2ccccc2)Cc2ccccc21 (stereo not drawn)	4%
63	Cn1c(=O)c2c(nc(CN3CCN(CCO)CC3)n2CCc2ccccc2)n(C)c1=O	-4%[57.5 µM]
64	Cc1ccc(N(CC(=O)N/N=C/c2cccc(Br)c2)S(C)(=O)=O)cc1	-2%
65	COc1ccc(CC(=O)NNC(=O)CCc2ccccc2)cc1OC	4%
66	O=C(Nc1ccc2c(c1)OCO2)c1ccc(N2C(=O)c3ccccc3C2=O)cc1	15%
67	O=C(NCc1ccncc1)C(=O)NCC1OCCCN1S(=O)(=O)c1ccccc1 (stereo not drawn)	4%
68	Cn1nnnc1NCc1ccc(Cl)cc1	2%
69	O=C(CCC(=O)OCc1ccc(Br)cc1)Nc1ccccc1	-3%
70	COC(=O)c1c(NC(=O)C2SC(=NC3CCCCC3)C(C(N)=O)=C2N)sc2c1CCCC2 (stereo not drawn)	-1%
71	NC(=O)C(=O)N/N=C/c1cccc(C(F)(F)F)c1	0%
72	CC(=O)N1CCC2(CCCN(c3ccccn3)C2)CC1	-2%
73	CC(C)(C)c1ccc(C(=O)Cn2nc(C(=O)O)c3ccccc3c2=O)cc1	8%[57.5 µM]
74	Cc1nc2ccc(Cl)cn2c1C(=O)NN	-1%
75	CCNc1nc(NC(C)CC)nc(ON=C(C)C)n1 (stereo not drawn)	-12%
76	COc1cc(NC(=O)C(=O)NCCN2CCNCC2)c(OC)cc1Cl	0%
77	COCCCNc1nc2nonc2nc1N1CCC(C(C)N2CCOCC2)CC1 (stereo not drawn)	15%
78	COc1ncc2nc(-c3cc(F)cc(F)c3)c(=O)n(Cc3cccs3)c2n1	0%
79	CCOC(=O)c1c(-c2ccc(C)cc2)csc1NC(=O)c1cccc(N2C(=O)CCC2=O)c1	2%
80	O=C(N/N=C/c1ccccc1[N+](=O)[O-])c1ccc(CN2CCOCC2)cc1	-2%
81	CCCc1ccc(O)c(N=Cc2cc(Br)cc(OCC)c2O)c1	0%
82	O=C(Nc1ccc(-c2nc3ccccc3s2)c(O)c1)C1=COCCO1	-1%
83	OC1(c2cccc(C(F)(F)F)c2)CCN(Cc2nc(-c3cnccn3)no2)CC1	6%
84	CCc1ccc(NC(=O)c2cc3c(C)nc4ccccc4c3o2)cc1	-2%
85	COc1cc(S(=O)(=O)N2CCCC2)c(C)cc1C	-1%
86	O=c1[nH]cnc(O)c1C(c1ccc(Br)cc1)c1c(O)nc[nH]c1=O	-13%[57.5 µM]
87	COc1ccc2nc(SCC(=O)NCc3ccc4c(c3)OCO4)[nH]c2c1	9%
88	CCOc1ccccc1NC(=S)NCCc1ccc(F)cc1	-3%
89	O=c1[nH]c2ccccc2c(O)c1-c1cc2ccccc2oc1=O	5%
90	Cc1cc(-c2nn(-c3ccccc3F)cc2CN2CCN(c3ccccn3)CC2)c(C)s1	-5%
91	CC(C)c1ccccc1NC(=O)COC(=O)Cc1cccc(C(F)(F)F)c1	-4%
92	O=C(O)CCC(NC(=S)Nc1ccccc1)C(=O)O (stereo not drawn)	-2%[57.5 µM]
93	C=CCc1ccc(OCCCOc2ccc(C(=O)O)cc2)c(OC)c1	-6%
94	C/C(=N\Nc1ccccc1Cl)c1ccc(-n2ccnc2)cc1	-9%
95	OCC1(Cc2ccccc2)CCCN(C2CCCC2)C1 (stereo not drawn)	-3%
96	CC(C)CN(C(=O)CN1CCN(c2ccc(F)cc2)CC1)c1c(N)n(CC(C)C)c(=O)[nH]c1=O	8%
97	C[n+]1cn(/N=C/c2ccccc2)c2ccccc21	11%
98	CC(=O)Nc1ccccc1C(=O)C(=O)O	8%
99	COC(=O)c1ccc(S(=O)(=O)NCCc2ccccc2OC)n1C	6%[57.5 µM]
100	Cc1ccc(C)c(NC(=O)CSc2ccc(-c3ccco3)nn2)c1	-9%
101	CC(C)CCN(C(=O)CNC(=O)c1cccs1)C(C(=O)NC1CCCC1)c1ccncc1 (stereo not drawn)	-5%
102	O=C(COC(=O)CNC(=O)c1cccc([N+](=O)[O-])c1)Nc1cccc(S(=O)(=O)N2CCCCC2)c1	-7%
103	Cc1nc2sc(C(c3ccccc3)N3CCN(C(=O)c4ccco4)CC3)c(O)n2n1 (stereo not drawn)	-1%
104	CCN(CC)S(=O)(=O)c1ccc(OC)c(NC(=O)CSc2cc(C)ccc2C)c1	1%
105	O=C1c2ccccc2C2(c3ccc(F)cc3)NCCN12 (stereo not drawn)	-5%
106	C#CCNC(=O)C1=C[C@H](c2ccccc2)[C@@H](CCCO)[C@H](OCC)O1	-6%[57.5 µM]
107	CCOc1ccc(Br)cc1S(=O)(=O)N1CCCC1	9%
108	CCCN1CN(CCc2ccccc2)CNC1=S	23%
109	Cc1ccc(S(=O)(=O)N(CC(=O)N(C)C)c2cccc([N+](=O)[O-])c2)cc1	3%
110	CC1(C)CC(=O)/C(=C(/O)CCCN2C(=O)c3ccccc3C2=O)C(=NC(C)(C)C)C1	6%

Other compounds.
entry	SMILES	ERK EGF block
111	O=C(Cc1c(Cl)cccc1Cl)NCCc1ccc(Cl)cc1	2%
112	CN(C)S(=O)(=O)N(CC(=O)N1CCC(Cc2ccccc2)CC1)c1ccccc1	-4%
113	Cn1cnnc1SCC(=O)Nc1cccc(S(=O)(=O)N2CCOCC2)c1	-5%[57.5 µM]
114	Brc1ccc(COc2ncnc3ccccc23)cc1	2%
115	COc1ccccc1C(CC(=O)Nc1ccccc1C)c1ccc(OC(C)C)cc1 (stereo not drawn)	-3%[57.5 µM]
116	CN(CC(=O)O)S(=O)(=O)c1ccc2c(c1)NC(=O)CC(=O)N2	1%
